Fam108B counter – mouse Fam108B serine hydrolase inhibitors, primary screen, counter-screen for RBBP9 inhibitor project, biochemical, fluorescence polarization. recombinant Fam108B, FP-Rh probe fluorescence polarization. inhibition, % at 9.51 µM. hit rate 0.33% among 300,000. AID 1947, 2009;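 active means inhibition above the screen mean inhibition plus 3 SD, computed separately per campaign, cut at about 18% in these data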;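 further: inhibitors lower polarization as less probe binds the enzyme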
PME-1 primary – PME-1 inhibitors via competitive probe labeling, primary screen, biochemical, fluorescence polarization, FP-Rh probe, HTS; hit rate 0.53% among 320,000; Protein phosphatase methylesterase 1 (Homo sapiens), Q9Y570; inhibition, % at 5.9 µM; AID 2130, 2009; recombinant PME-1;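 active means inhibition above the campaign mean of all compounds plus 3 SD, cut at about 26% in these data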;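 further: competitive labeling of PME-1 active site by serine hydrolase directed probe; 0% = PME-1 with DMSO and 100% = wells lacking PME-1 enzyme; inhibitors block probe labeling so polarization falls and inhibition rises; many of its hits are not listed in these tables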
MEX-5 binding – MEX-5 zinc finger RNA-binding disruptors – biochemical, C. elegans, fluorescence polarization, MLPCN library, primary screen. Zinc finger protein mex-5 (Caenorhabditis elegans), Q9XUB2. MEX-5/FITC-TCR2 RNA binding; stronger effect = lower value. activity score (negative = inhibition of binding), % at 10 µM. hit rate 0.38% among 300,000;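 active means inhibition past about -25% in most replicates, and total fluorescence under double the plate's negative control median, limit read from the data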;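 further: 0% = DMSO and -100% = 5 µM competing unlabeled TCR2 RNA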
Target sequence (Q9XUB2 whole entry, looked up): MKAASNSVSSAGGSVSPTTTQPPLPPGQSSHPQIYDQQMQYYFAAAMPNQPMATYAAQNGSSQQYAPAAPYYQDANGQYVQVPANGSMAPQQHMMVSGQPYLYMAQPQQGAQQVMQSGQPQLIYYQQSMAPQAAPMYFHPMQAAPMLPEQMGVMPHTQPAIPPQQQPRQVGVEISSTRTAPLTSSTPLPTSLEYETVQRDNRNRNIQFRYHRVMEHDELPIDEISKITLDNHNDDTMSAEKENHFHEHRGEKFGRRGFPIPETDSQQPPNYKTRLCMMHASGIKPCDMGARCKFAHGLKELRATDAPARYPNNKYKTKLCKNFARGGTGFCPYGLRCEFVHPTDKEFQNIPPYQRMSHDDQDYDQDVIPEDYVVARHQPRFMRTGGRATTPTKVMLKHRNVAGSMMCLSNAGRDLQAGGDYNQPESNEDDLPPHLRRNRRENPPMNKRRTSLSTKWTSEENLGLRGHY
MCL1 BIM primary – inhibitors of MCL1 binding to BIM-BH3, primary screen, biochemical, fluorescence polarization; hit rate 0.68% among 320,000; Induced myeloid leukemia cell differentiation protein Mcl-1 (Homo sapiens), Q07820; GST-MCL1 / FITC-Bim-BH3 fluorescence polarization; inhibition, % at 10.9 µM; AID 2057, 2009;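 active means inhibition above the mean inhibition of all tested compounds plus 3 SD, set per campaign, cut at about 40% in these data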;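 further: 0% = DMSO wells and 100% = unlabeled Bim-BH3 peptide control; higher means more loss of mP so more displacement of Bim peptide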
GLD-1 TGE inh – GLD-1/TGE RNA complex disruptors, primary screen, biochemical, fluorescence polarization. Female germline-specific tumor suppressor gld-1 (Caenorhabditis elegans), Q17339. purified GLD-1 + fluorescein TGE RNA. inhibition, % at 5.96 µM. hit rate 0.44% among 320,000. AID 2280, 2010;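 active means percent inhibition above a per-plate cutoff, the plate mean of test compounds plus 3 SD, cut at about 30% in these data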;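 further: 0% = DMSO wells with GLD-1 and probe and 100% = wells lacking GLD-1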
TPT1 inhibitor – Candida albicans TPT1 enzyme inhibitors, primary screen, biochemical, fluorescence polarization; inhibition, % at 5 µM; tRNA 2'-phosphotransferase TPT1 (Candida albicans SC5314); recombinant caTPT1, FP RNA substrate dephosphorylation; hit rate 0.81% among 300,000;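 active means inhibition above the mean of all tested compounds plus 3 SD, set per screening campaign, cut at about 24% in these data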;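 further: plate controls were DMSO alone for no effect and ferristatin control at 100 nM for full effect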
GSTO1 counter – inhibitors of recombinant GSTO1, primary screen, counter-screen for RBBP9 inhibitor project, biochemical, fluorescence polarization; Glutathione S-transferase omega-1 (Homo sapiens), P78417; activity-based probe fluorescence polarization; inhibition, % at 5.96 µM; hit rate 1.1% among 300,000;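 active means inhibition above the campaign mean inhibition plus 3 SD, cut at about 35% in these data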;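 further: 0% = GSTO1-1 with DMSO and 100% = wells lacking GSTO1-1 enzyme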
Target sequence (P78417 whole entry, looked up): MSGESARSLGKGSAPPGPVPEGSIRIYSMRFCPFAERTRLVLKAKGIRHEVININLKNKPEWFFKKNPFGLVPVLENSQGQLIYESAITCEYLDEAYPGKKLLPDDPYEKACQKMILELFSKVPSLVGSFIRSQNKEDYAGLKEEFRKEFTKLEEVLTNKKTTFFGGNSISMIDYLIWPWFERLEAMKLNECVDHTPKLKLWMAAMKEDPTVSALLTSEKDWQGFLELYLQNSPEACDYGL
Bcl-xL primary – inhibitors of human Bcl-xL, primary screen, biochemical, fluorescence polarization, HTS; GST-Bcl-xL / FITC-Bim BH3 peptide fluorescence polarization; inhibition, % at 10.9 µM; AID 2129, 2009; hit rate 0.7% among 320,000; Bcl-2-like protein 1 (Homo sapiens), Q07817;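 active means inhibition above the mean of all tested compounds plus 3 SD, cutoff set per campaign, cut at about 30% in these data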;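 further: 0% = DMSO wells and 100% = unlabeled Bim-BH3 peptide competitor; inhibitors lower millipolarization by displacing the labeled peptide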
Target sequence (Q07817 whole entry, looked up): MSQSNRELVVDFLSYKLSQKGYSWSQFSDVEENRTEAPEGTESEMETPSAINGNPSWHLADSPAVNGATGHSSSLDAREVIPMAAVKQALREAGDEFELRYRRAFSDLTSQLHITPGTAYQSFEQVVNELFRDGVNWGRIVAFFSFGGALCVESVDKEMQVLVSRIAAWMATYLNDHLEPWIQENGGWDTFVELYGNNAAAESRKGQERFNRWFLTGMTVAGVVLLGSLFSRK
PAD4 inh – human PAD4 inhibitors, primary screen, biochemical, fluorescence polarization, 1536-well format; inhibition, % at 6.36 µM; Protein-arginine deiminase type-4 (Homo sapiens), Q9UM07; hit rate 0.41% among 330,000; AID 485272, 2010; recombinant PAD4, RCA probe fluorescence polarization;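 active means percent inhibition above a cutoff equal to the mean of all tested compounds plus 3 SD, cut at about 15% in these data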;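 further: 0% = PAD4 with RCA probe and DMSO and 100% = probe without PAD4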
* hit, by the source's call; nt = not tested or not shown.

Screens in order: Fam108B counter	PME-1 primary	MEX-5 binding	MCL1 BIM primary	GLD-1 TGE inh	TPT1 inhibitor	GSTO1 counter	Bcl-xL primary	PAD4 inh
O=C1COc2ccc(C(=O)CSc3nnc(-c4cccs4)n3Cc3ccccc3)cc2N1
    -4	-2	-2.2	-5	1	1	-1	-3	2
O=C(C1Cc2ccccc2CN1S(=O)(=O)c1cccs1)N1CCCCC1 (configuration not stated)
    -3	4	1.1	-3	2	1	-5	-1	-1
Oc1ccc(C2C[C@H]3CC[C@@H]2C3)cc1O (some centres not stated)
    5	10	-65*	25	4	1	42*	12	-6
COc1ccc(/C=N\NC(=O)C2CCCC2)cc1Br
    0	6	3.0	11	6	-4	0	7	2
CCOc1ccc(C2C(C(=O)c3cccs3)=C(O)C(=O)N2CCN2CCOCC2)cc1 (configuration not stated)
    2	1	1.2	3	7	-2	4	4	-2
COCCN(C(=O)Cn1nnc2ccccc21)C(C(=O)NC1CCCC1)c1ccc(OC)cc1OC (configuration not stated)
    8	1	-3.1	0	-11	-2	-5	1	0
O=C(C[n+]1cc(-c2ccccc2)n2c1CCC2)N1c2ccccc2Sc2ccccc21
    -2	6	-0.4	16	1	-1	3	5	1
C/C(Cl)=C/CSc1nc2c(c(=O)[nH]c(=O)n2C)n1C(C)C
    0	2	0.7	-1	-8	25*	11	-2	-2
C(=C\c1nc(-c2ccccc2)no1)/c1ccccc1
    -4	-3	0.1	-2	-1	-2	-2	2	-4
COCCCNc1ncnc2c1sc1nc(-c3ccco3)c3c(c12)CC(C)(C)OC3
    -4	-7	4.2	1	-2	4	4	4	3
CCOC(=O)c1ccc(NC(=O)CN2C(=O)CSC(C)C2=O)cc1 (configuration not stated)
    -4	-2	-0.7	8	0	0	0	8	-3
COc1ccc(CCNC(=O)C23CN(Cc4ccccc4)CC2C(c2cccc([N+](=O)[O-])c2)=NO3)cc1 (configuration not stated)
    2	0	1.2	-4	1	0	-1	-2	0
Cc1cc(=O)oc2cc(NC(=O)COc3ccccc3[N+](=O)[O-])ccc12
    nt	1	nt	-5	2	nt	nt	-5	-1
Cn1c(O)c(N=NC(=N)N)c2ccccc21
    -2	2	-2.6	-1	1	-2	1	1	1
CS(=O)(=O)N(Cc1ccccc1)c1ccc(C(=O)Nc2ccccc2C(=O)O)cc1
    1	-5	-1.6	-1	-1	1	-7	3	3
CCOc1ccccc1CNC(=O)CNC(=O)c1cccs1
    0	1	2.9	9	4	-1	-1	6	1
CC1=Nn2c(nnc2-c2ccccc2Cl)SC1
    1	0	-0.1	10	3	-1	7	5	-2
Cc1ccc(S(=O)(=O)N2CCN(C(=O)COC(=O)CNC(=O)c3ccc(Cl)cc3Cl)CC2)cc1
    3	-10	-1.0	-15	3	-6	13	-12	3
COc1cc2c(C#N)c(N3CCc4ccccc4C3)nc(N)c2c(N)n1
    15	39*	0.2	30	16	6	8	23	-16
O=C(CNC(=O)c1sc2ccccc2c1Cl)Nc1ccccc1F
    -2	-8	1.4	-3	1	2	-9	-1	-3
NS(=O)(=O)c1ccc(NC(=O)NC2CCCCC2)cc1
    0	-1	2.9	-1	1	4	-1	7	0
CCOC(=O)C1(CC2CCCCO2)CCN(Cc2cccnc2)CC1 (configuration not stated)
    2	0	-0.1	-2	3	-4	1	11	3
CCOC(=O)c1c(NC(=O)CSc2nc3nc(C)cc(C)n3n2)sc(CC)c1C
    -3	-2	0.6	-3	0	2	0	2	-4
COc1ccc(CNC(=O)CN(C(=O)c2csnn2)c2ccc(F)cc2)cc1
    0	-1	-0.2	7	1	1	1	6	-3
C#CCNC(=O)C1=C[C@H](c2coc3ccccc3c2=O)C[C@H](OCc2ccc(CO)cc2)O1
    5	3	-1.9	4	9	0	2	2	1
COc1cc(C(=O)N2CCCc3ccccc32)cc(OC)c1OC
    -3	-1	1.1	3	4	-3	0	1	3
CCOC(=O)C1(Cc2cccc(OC)c2)CCN(C2CCOCC2)CC1
    1	2	-1.6	6	13	-4	2	7	3
COCCn1c(N/N=C(C)/C=C/c2ccccc2)nc2c1c(=O)[nH]c(=O)n2C
    2	6	2.2	8	-6	-3	5	5	-3
CC1(C)Cc2c(sc3nc(SCC(=O)O)nc(N)c23)CO1
    -1	1	1.3	9	5	-1	-5	6	1
CCC[C@@H](CN[C@@H](CNC)[C@H](C)CC)NCC1CCC(C(C)(C)C)CC1 (some centres not stated)
    5	-4	2.6	4	5	0	5	2	3
O=c1[nH]c(SCc2ccccc2)nc2ccsc12
    -6	-4	1.6	5	-2	-3	-3	3	1
CN(C)c1ccc(CN2CCCCCC2)cc1
    6	-3	0.3	7	5	-2	-1	6	3
CC(C)CC(NC(=O)C1CCC(C)CC1)C(=O)Nc1ccccn1 (configuration not stated)
    -3	-6	-1.8	8	7	-5	6	4	-3
COc1ccc(OC)c(NC(=O)C2CCCN(S(=O)(=O)c3ccc(-n4cnnn4)cc3)C2)c1 (configuration not stated)
    2	8	-0.2	2	-2	4	5	2	6
C=CCSc1nnc(-c2cc(C(C)(C)C)nn2Cc2ccc(F)cc2)n1C
    -1	-3	-1.1	9	-1	1	7	0	-3
O=C1CCc2cc(S(=O)(=O)NC(Cc3ccccc3)C(=O)NC3CCCC3)ccc2N1 (configuration not stated)
    3	5	2.2	2	4	-4	0	-4	-1
COCCN(C(=O)c1snc(C(N)=O)c1N)C(C(=O)NC1CCCCC1)c1cc(OC)c(OC)c(OC)c1 (configuration not stated)
    1	-2	-0.2	-2	6	-4	4	-1	0
CSc1ncccc1C(=O)OCC(=O)NC(C)C
    -5	-5	0.0	-3	2	-2	7	-1	-6
COc1ccc(-c2nnn(CCc3nn[nH]n3)n2)cc1OC
    0	9	2.0	7	-1	1	3	5	0
CC(C)(C)c1ccc(C(=O)NCC(=O)O)cc1
    13	-1	1.4	5	1	-1	1	8	7
NNC(=O)C1CCN(S(=O)(=O)c2ccc(Cl)cc2)CC1
    1	15	-3.0	1	2	-4	5	2	2
S=c1[nH]nc(-c2ccc(Cl)cc2Cl)n1-c1ccc(Cl)cc1
    1	2	0.9	-16	12	4	3	-21	-4
C=C(C)Cn1c(N2CC(C)CC(C)C2)nc2c1c(=O)[nH]c(=O)n2C (configuration not stated)
    3	0	1.7	9	8	-3	4	7	6
COc1cccc(C(=O)N(CN2CCCC2=O)c2cccc(Cl)c2)c1
    -3	-2	-0.6	-12	-6	1	-8	-7	-7
CCCCn1c(=O)[nH]c(=O)c2c1nc(Cn1ncc(Cl)c(Cl)c1=O)n2CCC
    2	-4	-1.8	0	-5	2	24	2	10
COC(=O)Nc1ccc2ncn(C)c(=O)c2c1
    1	0	-0.8	-1	2	0	3	4	-2
O=C(CN1CCOc2ccccc21)NCc1ccccc1
    -1	-1	-1.9	-6	2	3	12	-1	-5
Cc1c(NC(=O)CS(=O)(=O)c2ccccc2)c(=O)n(-c2ccccc2)n1C
    -3	2	-1.9	5	-1	-1	1	5	-1
Cc1cc2ncn(CCOc3ccccc3C#N)c2cc1C
    -3	-7	-0.8	4	3	5	0	-2	-1
COC(=O)C(C)NC(=O)c1ccc(C(C)(C)C)cc1 (configuration not stated)
    2	-3	2.7	4	5	-2	-1	2	0
COc1cccc(NC(=O)Cn2cnc3c(oc4nc5c(cc43)CCCC5)c2=O)c1
    -16	1	-3.9	-1	4	0	-9	0	-9
CC(=O)Nc1ccc(NC(=O)CSc2nnc(-c3cccnc3)o2)cc1
    3	1	-5.9	-1	5	1	7	-4	-4
COCCN1Cc2cccc(C(=O)Nc3ccc(C)cc3)c2C1=O
    -5	-7	-1.0	-2	3	-5	17	0	7
Cc1ccc(NC(=O)N2CCCC(C(=O)O)C2)cc1 (configuration not stated)
    2	0	-0.3	-3	7	-1	1	4	-1
Cc1ccccc1NC(=O)OCc1ccccc1
    1	-3	2.4	1	1	-3	4	4	-6
CC(C)(C)c1ccc(C(=O)NCc2ccc(Cl)cc2)cc1
    -3	-1	-0.7	0	-5	0	7	3	0
COc1cc(S(=O)(=O)NC2CCCC2)ccc1F
    -2	0	-1.4	1	7	-1	-10	4	-2
Cc1ccc(CNC(=O)CCC2CCCN(Cc3cc4ccccc4o3)C2)o1 (configuration not stated)
    -2	1	0.1	2	9	-2	14	6	-2
Cc1ccc(/C([O-])=C(/C(=S)NCc2ccco2)[n+]2ccccc2)cc1
    1	-1	-2.5	18	-1	4	4	11	-1
CCOc1ccc(CCNC(=O)Cn2c(=O)c3cccn3c3cccnc32)cc1
    -4	-14	-1.9	7	-4	2	0	5	-1
O=C(CSc1nc2ccccc2n1Cc1ccccc1Cl)N/N=C/c1ccccc1C(=O)O
    -6	3	0.5	2	-4	0	-14	1	-2

The list is partial; count on the stated rates, not on these rows.
